Arrestin-AP2 inh – inhibitors of human beta-arrestin and AP2 interaction | hit rate 0.31% among 340,000 | inhibition, % at 10 µM | FITC-arrestin peptide / GST-AP2 beads, flow cytometry; AP2 beta2 appendage carries R879A mutation | AID 504490;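 active = inhibition above a set limit, near 3 SD of compounds lacking own fluorescence, cut at about 54% in these data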;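 also: plate controls were DMSO wells for no effect and 5 µM unlabelled arrestin peptide for full effect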
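test system = AP2 appendage R879A on GSH beads | buffer or medium = PBS plus Tween 20 (0.05%) and BSA (0.1%) | incubation = 12 min plus 1 h, RT | detection = bead flow cytometry, FITC channel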
SR-BI DiI inh – mouse SR-BI HDL lipid transfer inhibition | Q61009 | ldlA[mSR-BI] CHO cells, DiI-HDL uptake fluorescence, 3 h | inhibition, % at 12.5 µM | hit rate 0.96% among 320,000;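 active = mean replicate inhibition of at least 70% and a set share of replicates each scoring 70 or more; inconclusive = meets just one of the two criteria; inactive = fails both criteria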;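 also: 0% = median of neutral control wells and 100% = median of positive control wells; values of inactives mirror those of a sister screen read the other way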
PKA-R1A activ – PKA-R1A complex activation; P00514+P68181; PKA-R1A dissociation, Cy5-IP20 fluorescence polarization; scaled: DMSO 0%, 113 µM cGMP 100%; activation, % at 11.4 µM; hit rate 0.083% among 340,000; AID 504707;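 active = percent activation above the mean of all tested compounds plus 3 SD, cut at about 19% in these data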;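 also: higher means more PKAc released from R1A so a rise in polarization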
PKA-R2B activ – PKA-R2B complex activation. PKA-R2B holoenzyme dissociation, Cy5-IP20 fluorescence polarization; R2B truncated from residue 108, S112A mutant; 0% DMSO only, 100% 113 µM cGMP. AID 504700. activation, % at 11.4 µM. P22694+P31323. hit rate 0.079% among 340,000;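 active = activation above a cutoff set at the mean over all compounds plus 3 SD, cut at about 18% in these data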;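 also: higher means more holoenzyme dissociation and a rise in polarization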
DSG3 Ab inh – inhibitors of pemphigus antibody binding to human desmoglein-3; DSG3-coupled beads, scFv-anti-DSG3-GFP binding, flow cytometry; stronger effect = lower value; AID 588358; hit rate 0.48% among 310,000; binding (percent of control), % at 10 µM; P32926;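 active = binding more than 3 SD below its plate's average and above zero; inconclusive = below that plate limit but binding exactly zero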; also: some compounds called inactive have numbers as strong as hits
dFosB activator – activators of mouse delta FosB homodimer | P13346 | purified delta FosB, TAMRA-CDK5 oligo fluorescence polarization; percent of positive-control signal above neutral wells | activation, % at 25 µM | hit rate 0.99% among 340,000;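 active = mean activation above about 17%, with every replicate also reaching it, limit read from the data, passing the limit was not always enough; inconclusive = only one of the two conditions met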;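 also: fluorescence polarization rise as delta FosB binds a TAMRA Cdk5 AP-1 oligo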
Target sequence (P13346 whole entry, looked up): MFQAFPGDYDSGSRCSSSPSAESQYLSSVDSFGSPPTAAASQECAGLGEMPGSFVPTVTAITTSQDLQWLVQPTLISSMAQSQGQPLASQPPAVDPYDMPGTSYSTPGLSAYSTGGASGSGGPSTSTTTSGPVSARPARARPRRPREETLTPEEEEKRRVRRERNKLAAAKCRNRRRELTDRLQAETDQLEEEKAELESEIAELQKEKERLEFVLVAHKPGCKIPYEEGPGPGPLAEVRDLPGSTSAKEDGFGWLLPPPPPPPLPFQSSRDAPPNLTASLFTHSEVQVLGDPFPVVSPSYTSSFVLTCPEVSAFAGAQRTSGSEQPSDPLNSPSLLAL
NSD2 inh – blocks human histone methyltransferase NSD2. O96028. NSD2 peptide methylation, AlphaScreen, 120 min. inhibition, % at 12.5 µM. hit rate 0.54% among 310,000. AID 743445; in the data active = inhibition above about 50%
CDK5 inh – blocks human CDK5/p35 kinase activity. hit rate 0.01% among 330,000. Recombinant CDK5/p35, ADP-Glo luminescence, 60 min. AID 488839. Q00535+Q15078. inhibition, % at 10 µM;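 active = highest replicate inhibition of at least 50% and at least 75% of replicates reaching 50%; inconclusive = only one of the two criteria met; inactive = both criteria failed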;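 also: plate controls were DMSO neutral control for no effect and GW8510 at 10 µM for full effect; many of its hits are not listed in these tables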
Target sequence (Q00535 whole entry, looked up): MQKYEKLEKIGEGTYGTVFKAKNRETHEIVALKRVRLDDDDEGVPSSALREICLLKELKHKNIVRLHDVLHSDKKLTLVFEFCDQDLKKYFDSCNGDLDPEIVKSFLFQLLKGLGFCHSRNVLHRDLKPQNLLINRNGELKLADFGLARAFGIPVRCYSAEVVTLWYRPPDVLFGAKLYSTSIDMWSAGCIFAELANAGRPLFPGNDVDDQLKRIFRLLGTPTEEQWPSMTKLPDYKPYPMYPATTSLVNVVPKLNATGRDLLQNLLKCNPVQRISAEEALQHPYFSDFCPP
Target sequence (Q15078 whole entry, looked up): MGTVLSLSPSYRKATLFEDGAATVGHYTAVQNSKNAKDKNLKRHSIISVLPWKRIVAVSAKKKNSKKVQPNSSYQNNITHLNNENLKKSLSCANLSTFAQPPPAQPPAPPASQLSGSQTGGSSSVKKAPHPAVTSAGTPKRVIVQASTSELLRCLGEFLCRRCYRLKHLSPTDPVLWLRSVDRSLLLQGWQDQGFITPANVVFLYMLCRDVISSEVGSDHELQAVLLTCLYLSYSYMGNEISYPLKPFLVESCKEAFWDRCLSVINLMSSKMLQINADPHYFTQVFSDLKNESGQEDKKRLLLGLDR
Mot1-301 SUMO – blocks SUMOylation pathway, rescuing yeast Mot1-301 growth; growth rescue, % at 18.8 µM; AID 2716; S. cerevisiae Mot1-301 growth rescue, ATP luminescence, 38.5C; percent above DMSO median, 100 means doubled; hit rate 1% among 320,000;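 active = every valid replicate shows activation above 250% relative to neutral control wells; inactive = the rest, any valid replicate at or below 250%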;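 also: OY570 slx delta 5 strain wells were the positive control but not used for scaling; some compounds called inactive have numbers as strong as hits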
MITF act – activators of MITF-driven TRPM1 promoter activity in SK-MEL-5 cells; SK-MEL-5 TRPM1-promoter luciferase, 24 h; % of positive control, neutral wells = 0; activation, % at 12.5 µM; hit rate 0.75% among 300,000;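 active = mean activation of at least 80% with every replicate also reaching 80%; inconclusive = mean reaches 80% but some replicate falls short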;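 also: 0% = neutral control wells and 100% = parthenolide positive control wells; values of inactives mirror those of a sister screen read the other way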
SR-BI DiI-HDL act – SR-BI HDL lipid transfer activation; activation, % at 12.5 µM; CHO ldlA[mSR-BI] cells, DiI-HDL uptake fluorescence, 3 h; 100 = double the neutral-control signal; hit rate 0.096% among 320,000;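 active = mean replicate activation of at least 60% and every replicate at or above 60%; inconclusive = mean or all-replicate condition met, but not both; inactive = mean below 60% and not all replicates reaching 60%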;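 also: 0% = median plate neutral-control signal and 100% = twice that signal; values of inactives mirror those of a sister screen read the other way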
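Material – SR-BI-overexpressing, LDLR-lacking CHO cells · Medium – BSA-supplemented, HEPES-buffered Ham's F12, pH 7.4 · Doses – single concentration · Times – compound with DiI-HDL co-incubation, 3 h at 37 °C · Measured by – bottom-read fluorescence, 550/595 nm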
* hit, by the source's call; ? = inconclusive; . = not tested or not shown.

1) Cc1ccc(C(C(=O)NC2CCCC2)N(C(=O)CCC(=O)Nc2cc(C)on2)c2ccccc2)cc1 (configuration not stated)
2) CCN1CCN(CCOCCOc2ccccc2)CC1
3) Cc1ccc(C)c(NS(=O)(=O)c2ccc(OCC(=O)N3CCCC3)cc2)c1
4) CN(C)CC1C2CCC(C2)C1O (configuration not stated)
5) CC(C)(C)C(C(=O)n1cccc1C#N)c1ccccc1 (configuration not stated)
6) O=C(NCCCN1CCOCC1)c1cccc(NS(=O)(=O)c2ccc(Br)cc2)c1
7) CC1CCCC(NC(=O)COC(=O)/C=C/c2ccc(F)cc2)C1C (configuration not stated)
8) N#CC1(Nc2ccccc2)C(=O)Nc2ccccc21 (configuration not stated)

assay / compound	1	2	3	4	5	6	7	8
Arrestin-AP2 inh	8	15	10	-3	3	3	-7	2
SR-BI DiI inh	19	7	-16	-26	37	-12	-13	-12
PKA-R1A activ	-5	6	-14	-13	-1	12	0	8
PKA-R2B activ	-17	-5	-9	-5	-10	-2	-7	-11
DSG3 Ab inh	90	104	101	95	105	106	112	90
dFosB activator	-11	3	-2	4	-2	-6	2	-12
NSD2 inh	-2	15	-4	-2	.	0	0	0
CDK5 inh	-1.2	-1.0	1.4	-1.3	0.8	0.3	0.8	2.9
Mot1-301 SUMO	-1	-4	3	.	7	8	-7	5
MITF act	.	.	8	-6	-2	6	10	-12
SR-BI DiI-HDL act	-19	-7	16	26	-37	12	13	12

9) O=C(O)CCCCCNc1nc(-c2ccccc2)nc2ccccc12
10) O=C(NCC(=O)N1CCN(c2ccccc2)CC1)c1ccccc1
11) COC(=O)c1ccc(COc2ccc(C=O)cc2)o1
12) CCOC(=O)N1CCN(Cc2c(F)cccc2Cl)CC1
13) O=C(CCc1ccccc1)N/N=C/c1cccc([N+](=O)[O-])c1
14) O=C(NCCCn1cccn1)C1CCC(=O)N(CCc2ccccc2)C1 (configuration not stated)
15) CCOc1ccccc1NC(=O)CNC(=O)c1nn(-c2ccc(OC)c(OC)c2)c(=O)c2ccccc12
16) CNC(=O)c1c(NC(=O)c2ccco2)sc(C)c1C

assay / compound	9	10	11	12	13	14	15	16
Arrestin-AP2 inh	10	34	-4	6	-9	2	6	5
SR-BI DiI inh	-3	-13	5	-21	-10	-11	.	3
PKA-R1A activ	-1	-10	-13	-3	-3	-12	5	-13
PKA-R2B activ	8	-6	-8	1	-5	-6	-7	-16
DSG3 Ab inh	116	106	130	101	102	114	.	103
dFosB activator	-14	0	0	0	0	3	0	-8
NSD2 inh	0	1	2	-1	.	-5	4	1
CDK5 inh	-1.7	0.1	-0.7	-0.9	-6.1	1.7	0.5	0.0
Mot1-301 SUMO	14	15	-6	-1	23	-9	-3	9
MITF act	.	22	.	-10	-1	-3	-3	-1
SR-BI DiI-HDL act	3	13	-5	21	10	11	.	-3

Gathered by group, the compounds so far with a halogen (3)
6) O=C(NCCCN1CCOCC1)c1cccc(NS(=O)(=O)c2ccc(Br)cc2)c1
7) CC1CCCC(NC(=O)COC(=O)/C=C/c2ccc(F)cc2)C1C (configuration not stated)
12) CCOC(=O)N1CCN(Cc2c(F)cccc2Cl)CC1

assay / compound	6	7	12
Arrestin-AP2 inh	3	-7	6
SR-BI DiI inh	-12	-13	-21
PKA-R1A activ	12	0	-3
PKA-R2B activ	-2	-7	1
DSG3 Ab inh	106	112	101
dFosB activator	-6	2	0
NSD2 inh	0	0	-1
CDK5 inh	0.3	0.8	-0.9
Mot1-301 SUMO	8	-7	-1
MITF act	6	10	-10
SR-BI DiI-HDL act	12	13	21

The list continues.
17) O=C(NCc1cccc(F)c1)c1ccc(N2C(=O)Cn3c(cc4sccc43)C2=O)cc1
18) Cn1ncc(SCc2ccccc2)c(Cl)c1=O
19) COc1ccc(Cl)cc1NC(=O)CN(C)C(=O)C1COc2ccccc2O1 (configuration not stated)
20) COc1cc2c(cc1OC)C(C(=O)Nc1ccc(F)c(Cl)c1)CC(=O)N2 (configuration not stated)
21) CCc1ccccc1NC(=O)Nc1ccc(F)cc1
22) Cc1cnc(SCc2ccc(Cl)cc2Cl)[nH]c1=O
23) COc1cc(C(=O)NNC(=O)CNC(=O)c2ccc(Br)o2)cc(OC)c1OC
24) Cc1ccnc(SCC(=O)Nc2cccc(S(=O)(=O)N3CCOCC3)c2)n1

assay / compound	17	18	19	20	21	22	23	24
Arrestin-AP2 inh	30	8	-11	34	14	1	-2	11
SR-BI DiI inh	-5	8	27	-4	29	-26	-10	35
PKA-R1A activ	1	.	-9	1	1	8	-5	-2
PKA-R2B activ	-6	.	3	-7	-10	-4	-11	5
DSG3 Ab inh	99	89	123	120	90	96	.	119
dFosB activator	-1	-3	-6	-1	4	-10	-5	-10
NSD2 inh	-2	0	-4	4	0	-1	1	7
CDK5 inh	0.3	0.7	-11	-0.3	-0.6	-1.1	1.0	-4.8
Mot1-301 SUMO	17	0	158	-6	9	9	1	14
MITF act	2	.	-31	.	6	10	-3	-9
SR-BI DiI-HDL act	5	-8	-27	4	-29	26	10	-35

25) COc1cccc(-c2nc(CS(=O)(=O)CC(=O)NCCc3ccc(OC)cc3OC)c(C)o2)c1
26) Cc1ccc(NS(=O)(=O)c2ccc(OCC(=O)NCC3CCCO3)cc2)cc1 (configuration not stated)
27) OC(c1ccccn1)C1CCN(Cc2nc(C(c3ccccc3)c3ccccc3)no2)CC1 (configuration not stated)
28) COc1ccc(Cn2c(-c3ccco3)nc3oc4cc(OC)ccc4c(=O)c3c2=O)cc1
29) COc1ccc(-c2cccc(-c3cc(=O)oc4ccc(C(C)(C)C)cc34)c2)cc1
30) Cc1cc(C)nc(NC(=O)Cc2cccs2)n1
31) COc1ccc([N+](=O)[O-])cc1N(CC(O)CN(CC(C)C)CC(C)C)S(=O)(=O)c1ccccc1 (configuration not stated)
32) C=CCNc1oc(-c2ccc(OC)cc2)nc1C#N

assay / compound	25	26	27	28	29	30	31	32
Arrestin-AP2 inh	39	-20	14	27	4	-3	2	0
SR-BI DiI inh	?	-5	-10	1	5	-5	11	18
PKA-R1A activ	-16	-3	-2	3	-3	-6	9	-4
PKA-R2B activ	-3	5	-5	-2	-4	12	0	5
DSG3 Ab inh	.	104	103	103	101	105	102	93
dFosB activator	-17	-4	-8	-3	-2	5	-9	-2
NSD2 inh	5	2	0	.	.	3	4	-1
CDK5 inh	-0.5	-1.6	0.9	-0.2	4.6	1.9	1.0	-1.2
Mot1-301 SUMO	0	211	-1	1	.	.	-10	-16
MITF act	-12	3	-10	69	-3	-10	8	63
SR-BI DiI-HDL act	-72	5	10	-1	-5	5	-11	-18

33) CCN1CCN(C(=O)c2ccc3c(c2)N(Cc2ccc(C)cc2)CCS3)CC1
34) CC1CCCc2sc3ncn(N)c(=N)c3c21 (configuration not stated)
35) CCCn1c(SCC(=O)Nc2ccccc2Oc2ccccc2)n[nH]c1=O
36) CCOC(=O)Cc1csc(NC(=O)CSc2nnc(C(C)C)n2CC)n1
37) O=C(NCCNC(=O)c1ccccc1F)c1ccccn1
38) O=C(Nc1ccccc1Cl)C1CC(=O)N(Cc2ccco2)C1 (configuration not stated)
39) Cc1ccc(S(=O)(=O)Nc2c(C(=O)O)[nH]c3ccccc23)cc1C
40) COC(=O)CCCC1=CC2=CC(=O)C(C)(OC(=O)c3cccs3)C(=O)C2=CN1C1CCCC1 (configuration not stated)

assay / compound	33	34	35	36	37	38	39	40
Arrestin-AP2 inh	39	-11	25	7	5	19	-4	-3
SR-BI DiI inh	11	-5	-2	7	.	-21	-7	-24
PKA-R1A activ	2	3	-2	2	-9	1	-5	2
PKA-R2B activ	-5	-9	-6	9	-2	-3	-8	-13
DSG3 Ab inh	124	100	108	102	92	104	100	103
dFosB activator	-5	-4	-3	-5	-9	3	-5	-4
NSD2 inh	9	1	4	-2	3	-1	6	.
CDK5 inh	-0.8	2.2	0.4	-0.3	-1.9	-0.3	-4.3	1.2
Mot1-301 SUMO	-5	191	13	-4	-10	9	17	5
MITF act	12	-4	-4	2	0	-1	-18	-1
SR-BI DiI-HDL act	-11	7	2	-7	.	21	7	24

In the list so far, 2 contain a tert-butyl group.
5) CC(C)(C)C(C(=O)n1cccc1C#N)c1ccccc1 (configuration not stated)
29) COc1ccc(-c2cccc(-c3cc(=O)oc4ccc(C(C)(C)C)cc34)c2)cc1

assay / compound	5	29
Arrestin-AP2 inh	3	4
SR-BI DiI inh	37	5
PKA-R1A activ	-1	-3
PKA-R2B activ	-10	-4
DSG3 Ab inh	105	101
dFosB activator	-2	-2
NSD2 inh	.	.
CDK5 inh	0.8	4.6
Mot1-301 SUMO	7	.
MITF act	-2	-3
SR-BI DiI-HDL act	-37	-5

Next compounds:
41) COc1cc2[nH]c(=O)n(CCC(=O)N3CCN(c4cc(Cl)ccc4C)CC3)c(=O)c2cc1OC
42) CC(=O)OCC(OC(C)=O)C(OC(C)=O)C(OC(C)=O)C(=O)Nc1cccc(C)c1 (configuration not stated)
43) CN(C)c1ccc(/C=C(\C#N)C(=O)Nc2nc3c(s2)CCN(Cc2ccccc2)C3)cc1
44) CC(=O)Nc1nonc1C(=O)N1CCC(C)CC1
45) C=CCOC(=O)C1=C(C)NC(=S)NC1/C=C/c1ccccc1 (configuration not stated)
46) Cc1cc(Cl)ccc1OC(C)C(=O)Nc1cnn(CCCC(=O)O)c1 (configuration not stated)
47) COc1nc(NC2CCCCC2)nc(NC(C)(C)C)n1
48) N#C/C(=C(/O)COC(=O)c1cccnc1Cl)c1nc2ccccc2[nH]1

assay / compound	41	42	43	44	45	46	47	48
Arrestin-AP2 inh	0	37	36	12	-48	28	11	-2
SR-BI DiI inh	18	9	24	-12	82*	-10	-8	-24
PKA-R1A activ	2	4	2	2	9	-6	-3	15
PKA-R2B activ	-1	-3	8	-1	-16	-3	13	-5
DSG3 Ab inh	110	100	.	.	105	.	116	105
dFosB activator	-3	1	-13	-5	-6	7	1	-6
NSD2 inh	-2	0	0	1	3	6	11	6
CDK5 inh	4.4	1.8	0.7	-1.2	1.7	0.8	0.4	0.8
Mot1-301 SUMO	12	-1	-13	868	-11	-21	-14	-1
MITF act	-3	.	-3	-13	2	3	.	4
SR-BI DiI-HDL act	-18	3	.	12	-82	10	8	24

Screens as filed in PubChem BioAssay.
